TRPC6 activator: activators of mouse TRPC6 channel. Q61143. HEK293-TRPC6 membrane potential dye fluorescence; stronger effect = higher value. B-score at 10 µM. actives 0.13% (n = 310,000);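 active = B-score of the integrated fluorescence ratio above library mean plus 3 SD, and starting fluorescence ratio within library mean plus 5 SD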;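 also: higher score means more depolarization so channel activation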
MrgX1 PAM: allosterically activates human MrgX1 receptor signaling; Q96LB2; MrgX1-HEK293, Fluo-4 calcium flux, FDSS; stronger effect = higher value; B-score at 10 µM; actives 0.63% (n = 310,000); AID 588675;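 active = plate-corrected calcium response at least 3 library SD above typical, normal starting fluorescence, not activating the receptor alone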;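 also: compound read alongside a low EC10 to EC30 dose of BAM8-22 agonist; peak minus trough fluorescence over baseline measured at the second addition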
MrgX1 agonist: activates human MrgX1 receptor signaling; MrgX1-HEK293 cells, Fluo-4 calcium fluorescence, agonist mode; stronger effect = higher value; Q96LB2; actives 0.44% (n = 310,000); B-score at 10 µM;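 active = calcium response B-score plate-corrected fluorescence ratio at least 3 library SD, with starting fluorescence B-score inside 5 SD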
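Material: MrgX1-expressing HEK293 cells; input: 15,000 cells per well; doses: test compound given as first of three sequential additions; schedule: overnight plating before 1 h dye loading; technique: Fluo-4 NW calcium-flux fluorescence, kinetic read; evaluation: baseline-normalised fluorescence change ratio, B-scored; control set: plate-wise positive and negative controls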
ANO1 activ: mouse TMEM16A channel activation, primary screen | B-score at 10 µM | actives 0.3% (n = 340,000) | HEK293 TMEM16A/YFP-H148Q/I152L, iodide quench fluorescence; stronger effect = lower value | Q8BHY3 | AID 623877;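 active = fluorescence-ratio B-score plate-corrected deviation score at least 3 library SD below zero, with starting fluorescence score within 5 deviations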;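 also: channel opened by trigger with iodide after compound preincubation; score built on the fluorescence ratio of max minus min over baseline; more negative score means more quench and so TMEM16A activation or potentiation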
RGS4 act: potentiators or activators of RGS4. AID 463111. B-score at 10 µM. actives 0.92% (n = 310,000). HEK293 M3R/inducible RGS4, carbachol calcium flux Fluo4; stronger effect = lower value;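 active = B-score of the integrated calcium signal more than 4 SD below the library mean, with starting fluorescence not abnormally high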;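 also: negative B-score means reduced calcium response which marks RGS4 activation or potentiation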
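test system = M3R-expressing HEK293 line, RGS4 induced by doxycycline | probe or stimulus = carbachol at ECmax as muscarinic agonist stimulus | timing = dye loading 30 min 37 °C, buffer rest 30 min RT | signal = calcium dye Fluo4 fluorescence | evaluation = B score from integrated fluorescence ratio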
SKKanGAS inh: inhibitors of SKKanGAS S. pyogenes growth in kanamycin (SK-promoter or general growth effect) | inhibition, % at 7.5 µM | BacTiter-Glo, 6 h | actives 1.3% (n = 300,000);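 active = mean replicate score, as percent of positive control median, at least 50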;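 also: strain carries kanamycin resistance gene driven by streptokinase promoter and grows in 40 µg/ml kanamycin; loss of luminescence reflects streptokinase promoter inhibition or plain growth inhibition; 0% = median of DMSO wells and 100% = positive control at its reference dose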
RGS4 inh: inhibitors of human RGS4; P49798; HEK293 M3R/RGS4 inducible, Fluo-4 calcium flux; stronger effect = higher value; triggered by carbachol at its EC20; B-score at 10 µM; actives 0.45% (n = 310,000); AID 463165;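 active = B-score, a plate-corrected calcium signal, over three deviations above library mean, with baseline fluorescence within five deviations of library mean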;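 also: RGS4 expression induced by doxycycline in cells with stable M3 receptor; B-score is computed from the integrated fluorescence ratio over baseline after carbachol; higher B-score means a larger calcium signal and so more RGS4 inhibition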
TRPC6 inh: blocks the mouse TRPC6 cation channel. B-score at 10 µM. actives 1.1% (n = 310,000). Q61143. AID 2553. HEK293-TRPC6, membrane potential dye, ACh-evoked depolarization; stronger effect = lower value;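 active = B-score under library mean minus 3 SD, initial fluorescence not abnormally high, positive integrated signal ratio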;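 also: B-score derived from integrated fluorescence ratio over the kinetic read; more negative B-score means stronger inhibition of depolarization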
MrgX1 antag: blocks BAM8-22 activation of human MrgX1 receptor. Q96LB2. MRGX1-HEK293 calcium flux, Fluo-4, BAM8-22 antagonism; stronger effect = lower value. actives 1.3% (n = 310,000). B-score at 10 µM;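 active = calcium-response B-score plate-corrected more than 3 library SD below zero, starting fluorescence within 5 deviations, no agonist response on first addition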;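 also: peak minus trough fluorescence over baseline after final BAM8-22 challenge near maximal dose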
HDAC3 inhib: inhibitors of human histone deacetylase 3; O15379; recombinant HDAC3, fluorogenic peptide/trypsin coupled, fluorescence; inhibition, % at 8.3 µM; actives 0.15% (n = 320,000); AID 2718; in the data active = inhibition above about 26%, passing the limit was not always enough
ANO1 block: inhibitors of mouse TMEM16A calcium-activated chloride channel; Q8BHY3; HEK293 TMEM16A/YFP iodide influx fluorescence, ionomycin; normalized B-score (activity score, 25-100; higher = stronger inhibition) at 10 µM; actives 1.2% (n = 310,000); AID 588511;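 active = ratio plate-corrected score three or more library SD toward inhibition, starting fluorescence score within five deviations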;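 also: score derived from kinetic fluorescence span divided by baseline fluorescence per well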
* hit, by the source's call; i = inactive; . = not tested or not shown.

Fields: TRPC6 activator, MrgX1 PAM, MrgX1 agonist, ANO1 activ, RGS4 act, SKKanGAS inh, RGS4 inh, TRPC6 inh, MrgX1 antag, HDAC3 inhib, ANO1 block
Cc1ccc(/C=N/NC(=O)c2cc(-c3cccnc3)nc3ccccc23)cc1
  i, i, i, i, i, 1, i, i, i, -2, i
C/C(CCN1CCc2nc(-c3ccccc3)c(-c3ccccc3)cc2C1)=N\O[C@@H](C)c1cc(-c2c(C)cc(C)cc2C)no1
  i, i, i, i, i, 8, i, i, i, 4, i
O=C(O)CCc1cc(I)c(Oc2ccc(O)c(I)c2)c(I)c1
  i, ., ., ., i, 97*, i, i, ., ., .
CCCNC(=O)NS(=O)(=O)c1ccc(Cl)cc1
  i, i, i, i, i, -4, i, i, i, -2, i
COC(=O)C(C)NC(=O)C1CCCN1C(=O)CNC(=O)OCc1ccccc1 (stereo not drawn)
  i, i, i, i, i, 0, i, i, i, -5, i
Cc1ccc(-n2c(SCC(=O)N3Cc4ccccc4CC3C(=O)O)nnc2-c2cccnc2)c(C)c1 (stereo not drawn)
  i, i, i, i, i, -3, i, i, i, -1, i
COCC(C)n1c(C)cc(C(=O)COC(=O)c2ccc(N3CCCC3=O)cc2)c1C (stereo not drawn)
  i, i, i, i, i, 1, i, i, i, 3, i
Cc1cccnc1NC(=O)c1ccc(Cl)c(S(=O)(=O)N2CCCC2)c1
  i, i, i, i, i, -5, i, i, i, -8, i
CC(=O)NCCc1ccc(S(=O)(=O)Nc2cccnc2)cc1
  i, i, i, i, i, 0, i, i, i, 5, i
O=C(COC(=O)CC(c1ccccc1)c1ccccc1)Nc1ccc(F)c(F)c1
  i, i, i, ., i, 23, i, i, i, 15, 100*
CCn1c(SCc2nc3ccccc3s2)nc2cc(S(=O)(=O)N3CCOCC3)ccc21
  i, i, i, i, i, -1, i, i, i, 2, i
Cc1cc(/C=N/NC(=O)Cn2c3ccccc3c(=O)c3ccccc32)c(C)n1-c1ccc(Cl)cc1
  i, ., ., i, i, 21, i, i, ., ., .
COc1ccc(S(=O)(=O)N(Cc2cc3cc(C)ccc3[nH]c2=O)CC2CCCO2)cc1 (stereo not drawn)
  i, i, i, i, i, 1, i, i, i, -7, i
O=C(COc1ccc(S(=O)(=O)N2CCOCC2)cc1Cl)NC1CCCCC1
  i, i, i, i, i, -6, i, i, i, -1, i
COc1ccc(C(=O)OCC(=O)c2ccc(Cl)s2)c(OC)c1OC
  i, i, i, i, i, -3, i, i, i, -1, i
CCCN(CC1CCCO1)C(=O)c1cc(COc2ccc(F)cc2F)on1 (stereo not drawn)
  i, i, i, i, i, -7, i, i, i, 7, i
Cn1c(SCc2ccon2)nc2ccccc2c1=O
  i, i, i, i, i, -15, i, i, i, 0, i
Cc1occc1-c1n[nH]c(=S)n1-c1ccccc1
  i, i, i, i, i, 2, i, i, i, 3, i
COc1cc(OC)c(NC(=S)Nc2cccc(C(C)=O)c2)cc1Cl
  i, i, i, i, i, 9, i, i, i, -1, i
CCCCN1C(=O)NC(NC(=O)C2CC2)(C(F)(F)F)C1=O (stereo not drawn)
  i, i, i, i, i, 1, i, i, i, -6, i
Cc1ccccc1NC1c2ccccc2C(=O)N1Cc1ccco1 (stereo not drawn)
  i, i, i, i, i, 1, i, i, i, -1, i
CCOc1ccccc1N1CCN(C(=O)c2ccc(OCC(=O)N3CCOCC3)c(OC)c2)CC1
  i, i, i, i, i, -4, i, i, i, 5, i
COc1ccccc1OCCNC(=O)/C=C/c1ccc([N+](=O)[O-])cc1
  i, i, i, i, i, 4, i, i, i, 10, i
COc1ccc(C(=O)N2CCCC(Nc3ccc(C)c(C)c3)C2)cc1F (stereo not drawn)
  i, i, i, i, i, 51*, i, i, i, -2, i
Cc1ccc(CCNC(=O)C2CCCN(S(=O)(=O)c3c(C)noc3C)C2)cc1 (stereo not drawn)
  i, i, i, i, i, 10, i, i, i, -3, i
CCOc1ccc(NC(=O)Cc2c(O)c3ccccc3[nH]c2=O)cc1
  i, i, i, i, i, 5, i, i, i, -7, i
O=C(CCN1N=C(c2ccccc2)CCC1=O)NC1CCCC1
  i, i, i, i, i, 2, i, i, i, 2, i
CCC1CCCCN1CCCNC(=O)c1ccc(CS(=O)(=O)Cc2ccc(Cl)cc2)o1 (stereo not drawn)
  i, i, i, i, i, -2, i, i, i, -9, i
Nc1nonc1-c1nc2ccccc2n1CC(=O)O
  i, i, i, i, i, 3, i, i, i, 3, i
Cc1ccc(NC(=O)CSc2ccc3c(c2)OCCO3)c(O)c1
  i, i, i, i, i, 1, i, i, i, -4, i
CCOC(=O)c1cc(S(=O)(=O)NC2CCN(C(=O)OCC)CC2)cn1C
  i, i, i, i, i, -2, i, i, i, -4, i
O=C(c1ccc2c(c1)N(Cc1ccc(F)cc1)CCS2)N1CCOCC1
  i, i, i, i, i, 3, i, i, i, -9, i
CCc1nc(SCC(=O)OC)c2c3c(sc2n1)COC(C)(C)C3
  i, i, i, i, i, 2, i, i, i, 1, i
Cc1cc[n+](CC(=O)c2cccs2)cc1
  i, i, i, i, i, -14, i, i, i, -12, i
Cc1cc(C)c(S(=O)(=O)NCC(=O)NCc2ccccn2)c(C)c1
  i, i, i, i, i, -2, i, i, i, 4, i
O=C(Cc1ccc(Cl)cc1)Nc1ccc(S(=O)(=O)Nc2ncccn2)cc1
  i, i, i, i, i, 7, i, i, i, 6, i
Cc1c(Nc2nc3ccccc3nc2NS(=O)(=O)c2cccs2)c(=O)n(-c2ccccc2)n1C
  i, i, i, i, i, -1, i, i, i, 3, i
COc1ccccc1-c1coc2c(CN3CCC(C)CC3)c(O)ccc2c1=O
  i, i, i, i, i, 0, i, i, i, -64, i
Oc1ccc(/C=N/Nc2cc(N3CCOCC3)nc(N3CCOCC3)n2)cc1
  i, i, i, i, i, 6, i, i, i, 15, i
COc1ccc(Cl)cc1C(=O)NCCc1ccc(S(=O)(=O)NC(=O)NC2CCCCC2)cc1
  i, i, i, i, i, 30, i, i, i, 1, i
C[n+]1c(/C=C/c2ccc3c(c2)OCO3)ccc2ccccc21
  i, i, i, i, i, 1, i, i, i, -1, i
CCc1nc2cc(CC(=O)O)ccc2o1
  i, i, i, i, i, -5, i, i, i, -3, i
O=C(Nc1ccccc1)N1CCSc2ccccc21
  i, i, i, i, i, 4, i, i, i, -2, i
Cc1cc(=O)n2ncnc2n1COCCO
  i, i, i, i, i, 8, i, i, i, -2, i
S=C(NCc1ccco1)NCC(c1ccco1)N1CCCCC1 (stereo not drawn)
  i, i, i, i, i, -8, i, i, i, 1, i
C=CCN(c1ccc(C(N)=O)cc1)S(C)(=O)=O
  i, i, i, i, i, -14, i, i, i, -19, i
O=C(CCN1C(=O)COc2ccccc21)N1CCN(c2ccccn2)CC1
  i, i, i, i, i, -9, i, i, i, -3, i
CC(=O)c1c(C)nc(Nc2nc3ccccc3s2)nc1C
  i, i, i, i, i, 1, i, i, i, 3, i
Cc1csc(NC(=O)Cc2nn(C)c(=O)c3ccccc23)n1
  i, i, i, i, i, -15, i, i, i, -8, 25*
COc1ccc(CCC(=O)Nc2ccc(-c3noc(-c4ccc(OC)c(OC)c4)n3)cc2)cc1
  i, i, i, i, i, 0, i, i, i, -12, i

The listing continues:
Fields: TRPC6 activator, MrgX1 PAM, MrgX1 agonist, ANO1 activ, RGS4 act, SKKanGAS inh, RGS4 inh, TRPC6 inh, MrgX1 antag, HDAC3 inhib, ANO1 block
CCN(CC(=O)Nc1ccc(N2CCOCC2)cc1)Cc1nc2ccccc2c(=O)[nH]1
  i, i, i, i, i, 7, i, i, i, -2, i
CC(C)(C)C(=O)c1sc(Nc2ccccc2)nc1N
  i, i, i, i, i, -11, i, i, i, 14, i
O=C(c1ccco1)N1CCN(c2ccc(Cl)c(Cl)c2)CC1
  i, i, i, i, i, -7, i, i, i, -2, i
O=[N+]([O-])c1ccc(O)c(Nc2c([N+](=O)[O-])ccc3nonc23)c1
  i, i, i, i, i, 17, i, i, i, 5, i
COc1cccc2c1c(NC(=O)Nc1ccc(F)cc1F)nn2C
  i, i, i, i, i, -18, i, i, i, 3, i
Cc1cc(=O)[nH]c(NN=C2C3CC4CC(C3)CC2C4)n1
  i, i, i, i, i, 0, i, i, i, 1, i
CCN(CC)S(=O)(=O)c1ccc(C(=O)OCCN2C(=O)CCC2=O)cc1
  i, i, i, i, i, -14, i, i, i, -7, i
O=C(NCc1ccccn1)C(=O)Nc1cccc2ccccc12
  i, i, i, i, i, -6, i, i, i, 4, i
O=C(OCC#CCSc1nnc(-c2cccc3ccccc23)o1)c1ccco1
  i, i, i, i, i, -11, i, i, i, 0, i
Cc1cc(OCC(=O)NC2CC2)c2c(C)cc(=O)oc2c1
  i, i, i, i, i, 1, i, i, i, -16, i
O=C1CCC(C(=O)N2CCCC2)CN1Cc1cccc(C(F)(F)F)c1 (stereo not drawn)
  i, i, i, i, i, 1, i, i, i, 5, i
CCCn1nc2cc(C(=O)NCc3ccc(C)cc3)ccc2c1OC
  i, i, i, i, i, -5, i, i, i, -20, i
NS(=O)(=O)c1ccc(CNc2nc(-c3cccnc3)nc3ccccc23)cc1
  i, i, i, i, i, 3, i, i, i, -1, i
CC(NS(=O)(=O)c1ccc(F)cc1)C(=O)Nc1ccc2c(c1)OCCO2 (stereo not drawn)
  i, i, i, i, i, 1, i, i, i, 1, i
CC(Oc1ccccc1Cl)C(=O)N(Cc1cccs1)C1CCS(=O)(=O)C1 (stereo not drawn)
  i, i, i, i, i, -6, i, i, i, 0, i
CCc1cc2ccccc2nc1SCC(=O)N1CCN(C(=O)c2ccco2)CC1
  i, ., ., i, i, -4, i, i, ., ., .
CCN(CC)C(=O)C1CCN(Cc2ccc(OCc3ccccc3)cc2)CC1
  i, i, i, i, i, 4, i, i, i, -2, i

Assay outcomes deposited in PubChem BioAssay by several laboratories.
